PLK1 PBD block – blocks phosphopeptide binding to human PLK1 polo-box domain | Potency, µM, for inactives: max response, negative = inhibition, most hits filed as inhibitors | Plk1 PBD binding of FITC phosphopeptide, fluorescence polarization | 360,000 tested, 2.8% active; note: potency is the fitted concentration of half-maximal effect; series mostly up to about 57 µM; % is set by controls: 0 for no effect and ±100 for the full control effect; nearly all actives have a fitted effect of over 65% in size
PI5P4Ka inh – blocks human PI5P4K alpha kinase activity; max response, %; AID 652105; PI5P4Kalpha enzyme, ADP-Glo luminescence, 60 min; active compounds read low; 330,000 tested, 1.2% active; P48426; active = max response of -50% or lower; inconclusive = between -30% and -50%; inactive = -30% or higher; note: value at the top dose of about 77 µM; % is set by controls: 0 for no effect and ±100 for the full control effect
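Human PI5P4Kalpha with substrate in 0.038 M HEPES pH 7.4, 0.28 mM EGTA, 0.1% CHAPS, 5% DMSO; reaction started with 5 microM ATP (final), 60 min at room temperature. ADP formed read by ADP-Glo luminescence.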
WRN inhibitor – inhibitors of human WRN helicase; Q14191; WRN helicase unwinding, fluorescent forked duplex, kinetic; Potency, µM (doses to about 114 µM), without a hit: top-dose activity change, negative = inhibition, hits mostly inhibitors; 360,000 tested, 0.46% active; AID 651768; note: potency is the fitted concentration of half-maximal effect; % is set by controls: 0 for no effect and ±100 for the full control effect; nearly all actives have a fitted effect of over 55% in size
Target sequence (Q14191 whole entry, looked up): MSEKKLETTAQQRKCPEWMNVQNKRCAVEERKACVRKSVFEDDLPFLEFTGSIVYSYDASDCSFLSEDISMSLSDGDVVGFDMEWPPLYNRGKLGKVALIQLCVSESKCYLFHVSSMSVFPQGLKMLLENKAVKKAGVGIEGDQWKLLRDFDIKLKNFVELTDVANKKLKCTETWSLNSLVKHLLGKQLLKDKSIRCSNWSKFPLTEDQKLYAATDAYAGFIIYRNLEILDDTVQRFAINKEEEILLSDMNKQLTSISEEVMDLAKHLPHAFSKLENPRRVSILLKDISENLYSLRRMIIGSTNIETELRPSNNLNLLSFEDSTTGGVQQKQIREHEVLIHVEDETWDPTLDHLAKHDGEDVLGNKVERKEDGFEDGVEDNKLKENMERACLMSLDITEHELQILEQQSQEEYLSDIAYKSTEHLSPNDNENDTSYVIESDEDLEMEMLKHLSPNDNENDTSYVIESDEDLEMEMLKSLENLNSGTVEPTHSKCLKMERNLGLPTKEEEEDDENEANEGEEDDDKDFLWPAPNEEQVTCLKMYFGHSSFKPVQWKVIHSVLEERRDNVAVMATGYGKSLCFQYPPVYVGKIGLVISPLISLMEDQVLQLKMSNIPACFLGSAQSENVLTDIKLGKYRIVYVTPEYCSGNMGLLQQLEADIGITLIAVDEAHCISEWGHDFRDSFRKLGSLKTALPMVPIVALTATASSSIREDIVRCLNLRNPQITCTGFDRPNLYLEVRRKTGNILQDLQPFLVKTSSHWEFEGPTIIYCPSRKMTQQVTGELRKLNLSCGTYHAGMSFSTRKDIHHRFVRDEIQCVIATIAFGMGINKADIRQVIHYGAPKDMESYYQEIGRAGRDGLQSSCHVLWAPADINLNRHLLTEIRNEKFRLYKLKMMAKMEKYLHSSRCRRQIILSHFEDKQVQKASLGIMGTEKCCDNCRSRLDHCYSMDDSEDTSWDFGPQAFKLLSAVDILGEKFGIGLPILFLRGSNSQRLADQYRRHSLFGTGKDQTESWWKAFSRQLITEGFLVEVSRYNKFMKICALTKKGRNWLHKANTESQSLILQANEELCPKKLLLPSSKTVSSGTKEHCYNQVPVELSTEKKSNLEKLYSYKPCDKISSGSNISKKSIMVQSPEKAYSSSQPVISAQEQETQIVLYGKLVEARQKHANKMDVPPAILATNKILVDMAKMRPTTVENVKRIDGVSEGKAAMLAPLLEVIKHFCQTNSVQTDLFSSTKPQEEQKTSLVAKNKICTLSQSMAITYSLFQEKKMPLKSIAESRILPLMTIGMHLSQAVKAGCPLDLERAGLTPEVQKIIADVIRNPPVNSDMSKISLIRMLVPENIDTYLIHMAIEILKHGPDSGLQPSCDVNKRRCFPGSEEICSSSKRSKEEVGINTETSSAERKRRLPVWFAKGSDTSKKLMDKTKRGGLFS
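Primary qHTS, 1536-well format. 20 nM WRN + compound, 15 min RT; start with 100 nM forked fluorophore/quencher duplex, 2 mM ATP (final); kinetic read ex 525/em 598 nm.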
EPAC1 agonist – agonists of human EPAC1; EPAC1 agonist qHTS, biochemical assay; response scale: 100% = response to 6.5 mM cAMP; 360,000 tested, 0.073% active; Potency, µM (top dose mostly 154 µM), inactives show at the highest dose activation, most hits filed as activators; note: potency is the fitted concentration of half-maximal effect; nearly all actives have a fitted effect of over 60% in size
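EPAC1 100 nM, Rap1B–BODIPY-GDP 250 nM, unlabeled GDP 50 uM; compound titration; 5 min RT; kinetic read ex480/em540 at 5-min intervals ×30 min; data normalized to 6.5 mM cAMP agonist control.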
FUS suppressor – FUS proteinopathy suppression in yeast | S. cerevisiae FUS-expressing, growth rescue, OD600, 24 h | Potency, µM (doses to about 76.6 µM), without a hit: at the top dose growth rescue (activation), actives largely listed as activators | 390,000 tested, 0.24% active;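 note: potency is the fitted concentration of half-maximal effect; plate controls were DMSO vehicle for no effect and reference control for full effect; nearly all actives have a fitted effect of over 55% in size; some results filed as inactive show a strong effect at the top dose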
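FUS-expressing yeast, raffinose-pregrown, induced in 2% galactose minimal medium at OD 0.005; compounds in a dilution series, 24hr at 30C. Growth restoration read as absorbance at 600 nm. CP55940 positive control, DMSO negative.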
Abeta yeast res – restores growth of yeast expressing A-beta42 peptide | 410,000 tested, 0.063% active | yeast expressing A-beta42, growth rescue, OD600, 48 h; response scale: 0% DMSO, 100% iron-clioquinol control | AID 1347071 | Potency, µM (top dose mostly 46.1 µM), inactives show at the highest dose growth rescue, hits mostly activators; note: potency is the fitted concentration of half-maximal effect; nearly all actives have a fitted effect of over 55% in size
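Growth rescue measured by 600 nm absorbance after 48 h yeast culture at 30 C with compound. Values normalized between DMSO and an equimolar ferric chloride plus clioquinol control.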
EPAC1 antag – antagonists of human EPAC1; AID 720709; 360,000 tested, 0.14% active; Potency, µM (highest dose often 115 µM), inactives show top-dose activity change, negative = inhibition, most hits filed as inhibitors; O95398; EPAC1 GEF assay, Rap1b-BODIPY-GDP exchange fluorescence;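 note: potency is the fitted concentration of half-maximal effect; plate controls were vehicle for no effect and positive control for full effect; nearly all actives have a fitted effect of over 50% in size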
aSyn rescue – rescues yeast growth from alpha-synuclein toxicity; Yeast expressing alpha-synuclein, growth rescue, BacTiter-Glo, 24 h; Potency, µM (doses to about 46.1 µM), for the others: top-dose growth rescue (activation), hits mostly activators; 370,000 tested, 0.14% active; AID 652106; note: potency is the fitted concentration of half-maximal effect; % of control where 0% means no effect; nearly all actives have a fitted effect of over 65% in size
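Galactose-induced alpha-syn yeast (OD600=0.02, raffinose-pregrown) + pinned cpd, 24 hr, 30 deg C; growth by BacTiter-Glo luminescence. Growth restoration scores as activation.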
IL-2 act – activators of IL-2; activation, % (series mostly up to about 46 µM); 360,000 tested, 0.065% active; IL-2 activation reporter assay, cell-based qHTS; stimulated with anti-CD3/CD4/CD28 beads; in transgenic mouse T cells; in the data active = activation above about 50%; inconclusive = mostly about 30% to 49%; note: 0% is about no effect
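First, unstimulated transgenic mouse T cells were exposed to compound for 60 min. Next, anti-CD3/anti-CD4-coated beads with anti-CD28 were added. Finally, after 18 h at 37 degrees C, EGFP and DsRed were imaged.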
An asterisk follows results filed as active; ? = inconclusive; nt = not tested or not shown; & = joins results of further samples; [ ] = another dose, or the depositor's remark. Unless noted, calls come from the whole dose curve; as a rule, active = well fitted curve in the direction sought with a large enough effect; inconclusive = small, poorly fitted or top-dose-only effect, or another doubt; inactive = no such curve, though single readings can be large; an effect the other way counts as inactive or inconclusive. Compounds as they come; any-hit rate near 4.1%.

SMILES	PLK1 PBD block	PI5P4Ka inh	WRN inhibitor	EPAC1 agonist	FUS suppressor	Abeta yeast res	EPAC1 antag	aSyn rescue	IL-2 act
CC1CN(C(=O)Nc2ccc(Br)cc2Cl)CC(C)O1 (stereo not drawn)	-7%	2	3%	-1%	17%	-12%	-2%	-5%	-0.3
CCOC(=O)c1ccc(NC(=O)CC2SC3=NCCN3C2=O)cc1 (stereo not drawn)	8%	5	-9%	4%	-15%	-4%	13%	3%	-0.3
COc1ccc(S(=O)(=O)c2nnn(-c3cccc(Cl)c3)c2N)cc1	?	-2	-3%	1%	3%&-12%	-6%&-10%	-9%	7%&5%	-1.0
Cc1cccc(C)c1NC(=O)CNC(=O)C(C)N1CCN(c2cccc(Cl)c2)CC1 (stereo not drawn)	-3%	2	0%	6%	6%	16%	-6%	-2%	0.5
CS(=O)(=O)N(CC(=O)N1CCN(c2cccc(Cl)c2)CC1)C1CCCCC1	-4%	-2	-1%	0%	25%	28%	-14%	5%	-0.9
NC(=O)NC(=O)COC(=O)c1cccnc1Nc1ccccc1F	-2%	0	-2%	2%	-18%	-18%	4%	-2%	-1.6
CCCCn1c(N)c(N(CCOC)C(=O)c2oc3ccc(OCC)cc3c2C)c(=O)[nH]c1=O	-5%	-8	-8%	2%	16%	18%	2%	-3%	-5.2
CCOC(=O)C/C(C)=N/NC(=O)C1CC1(c1ccccc1)c1ccccc1 (stereo not drawn)	-1%	-7	-6%[57.1 µM]	-14%	33%	5%	15%	3%	-1.1
CCn1ccc(C(=O)NC2=NCCS2)n1	-8%	-1	7%	-12%	nt	3%	-6%	-1%	0.3
Cn1c(=O)c2c(nc(SCC(=O)Nc3ccccc3)n2C)n(C)c1=O	-3%	-2	5%	-8%	-16%	15%	-12%	-1%	-2.3
CC(C)N1CC(C(=O)Nc2ccc(Cl)cc2Cl)CC1=O (stereo not drawn)	-7%	-2	3%	-12%	-18%	-1%	9%	1%	-0.2
COC(=O)c1ccc(C(=O)OC)c(-n2c(=O)c3ccccc3c3ccccc3c2=O)c1	?	2	-33%	8%	nt	-2%	-5%	-9%	0.3
CCS(=O)(=O)c1nn2c(N)c(/C=C3/C=CC(=O)C(OC)=C3)c(=O)nc2s1	63%[activator]	-84*	-25%	3%	6%	5%	-13%	-3%	0.9
Cc1cc(O)c2c(-c3ccccc3)cc(=O)oc2c1	-1%	-6	-8%	0%	28%	4%	?	-18%	5.0
CCc1nc(=O)c(-c2ccccc2)c(C)n1-c1ccccc1	-11%	3	-1%	-1%	15%	-1%	2%	-11%	0.5
COc1ccc(S(=O)(=O)N2CCC(C(=O)NCCC(=O)NC3CC3)CC2)cc1	-13%	5	3%	15%	9%	2%	20%	-10%	1.4
COc1cccc(-c2nnc(NC(=O)Cc3cccs3)s2)c1	?	?	-22%	-3%	-5%	-16%	9%	0%	-0.5
Cc1ccsc1C(=O)N(Cc1nnc(-c2ccccc2Cl)o1)C1CC1	-7%	-3	6%	-6%	9%	3%	-4%	5%	-1.7
CSc1ccc(S(=O)(=O)N2CCCC2)cc1	-5%	2	4%	3%	9%	10%	-2%	9%	-0.7
CCC(C)c1ccccc1N=Cc1ccc2c(c1)OCO2 (stereo not drawn)	-1%	8	6%	4%	-5%	-1%	8%	4%	-0.7
CS/C(=N\S(=O)(=O)c1cccs1)Nc1ccc(N2CCOCC2)cc1	-3%&-20%	3	-3%&8%	2%&15%	-1%&1%	5%&-4%	9%&2%	-9%&3%	-0.1&-2.9
CC1CCN(c2ccc(NC(=O)c3cccnc3Cl)cc2)CC1	-4%	2	5%	-15%	-27%	-2%	4%	-23%	2.2
C[C@@H]1CN([C@@H](C)CO)C(=O)c2cc(-c3ccccc3F)cnc2O[C@H]1CN(C)Cc1cccc(F)c1	-6%	-8	-3%	2%	-15%	-6%	-13%	-2%	-3.0
CCc1ccccc1NC(=O)CN1CCN(C(=O)CN2C(=O)NC3(CCCCC3C)C2=O)CC1 (stereo not drawn)	6%	4	-5%	7%	7%	-1%	-12%	-4%	-0.1
COc1ccc(N2C(=O)CC(NNc3ncc(Cl)cc3Cl)C2=O)cc1 (stereo not drawn)	-7%	-19	-29%	4%	20%	-6%	6%	-3%	-2.9
COc1ccc(C(=O)OC(C)C(=O)NC(C)CCc2ccccc2)c(OC)c1 (stereo not drawn)	-2%	1	-6%	-7%	26%	-15%	-19%	4%	2.5
Cc1cc(=O)c2ccccc2n1Cc1ccccc1	-11%	9	-10%	-3%	4%	-8%	-11%	-5%	-3.1
CCC(C)c1ccccc1NC(=O)c1cccc(-n2cnnn2)c1 (stereo not drawn)	0%	-1	6%	5%	3%	7%	-6%	-5%	0.8
Cc1ccc(NC(=O)C2CCCN(C(=O)c3ccc(Cl)cc3)C2)cc1 (stereo not drawn)	21µM*	8	1%[57.1 µM]	9%	12%	9%	-12%	4%	-0.4
O=C(N/N=C/c1ccc(-c2ccccc2[N+](=O)[O-])o1)[C@H]1C[C@@H]1c1ccccc1	-24%	5	-19%	5%	nt	-11%	-13%	16%	-5.2
CC1CCC2CCCCC2N1C(=O)c1cc([N+](=O)[O-])cc([N+](=O)[O-])c1 (stereo not drawn)	0%	5	1%	1%	10%	?	-21%	0%	15
CN(C)S(=O)(=O)n1cnc(-c2ccccc2)c1-c1ccccc1	-9%	nt	0%	6%	28%	4%	7%	1%	-1.4
O=C(Nc1ccccc1)c1ccc(=O)n(Cc2ccc(F)c(F)c2)c1	-8%	-6	-17%	13%	13%	12%	-6%	-2%	-0.4
Cc1ccc2nc(Cl)c3cc(C(=O)NCCCN4CCCC4)sc3c2c1	-4%	2	37%[activator]	-1%	16%	-15%	-17%	4%	-0.1
Cc1ccc(C)c(N(C(=O)CNC(=O)c2ccco2)C(C(=O)NC2CCCC2)c2ccncc2)c1 (stereo not drawn)	11%	-9	-7%	-2%	8%	-9%	-5%	2%	0.5
CCN(C(=O)CN1CCN(c2ccccc2)CC1)c1c(N)n(Cc2ccccc2)c(=O)[nH]c1=O	?	9	-1%	0%	13%	11%	?	-1%	0.6
Cn1cc(CN2CCCCC2C(=O)Nc2ccc(-n3cccn3)cc2)cn1 (stereo not drawn)	-16%	1	-9%	1%	-3%	9%	18%	1%	-3.6
CC(C)(C)OC(=O)N1CCC[C@@H]1C(=O)N1CCC[C@@H]1C(=O)NCc1ccccc1Cl	-1%	1	-2%	3%	5%	-3%	7%	2%	0.8
Cc1ccc(F)c(CNC(=O)C2CCC(=O)N(CCN3CCOCC3)C2)c1F (stereo not drawn)	-17%	-4	-4%	2%	15%	1%	-21%	0%	-3.5
COc1ccccc1NC(=O)CCCC(=O)OCC(=O)c1ccc(F)cc1	-4%	0	-7%	7%	-4%	4%	2%	-10%	-0.7
CC1CCN(C2=NC(=O)/C(=C/c3ccc(O)cc3)S2)CC1	-8%	-5	-1%	-4%	16%	12%	-6%	2%	-0.1
O=C(c1ccc(Cl)cc1)N1CCN(CCc2ccccn2)CC1	0%	0	-8%	-4%	13%	-21%	5%	5%	-6.9
Cc1ccc2nc(-c3ccncc3)[nH]c2c1	8%	-2	4%	2%	8%	-13%	-10%	-2%	-0.2
CCCn1c(=O)c2ccccc2n2c(SC(C)C(N)=O)nnc12 (stereo not drawn)	-3%	-21	-13%	5%	9%	2%	-9%	8%	0.9
FC(F)(F)Oc1ccc(-c2cn3cccnc3n2)cc1	3%	2	0%	-6%	15%	-18%	11%	-6%	0.7
CCn1c2c(c3cc(Br)ccc31)CCC/C2=N\O	0%	nt	-9%	15%	9%	3%	-4%	-12%	-3.0
CCOc1cccc2cc(C(=O)NCc3ccc(C)cc3)c(=N)oc12	-1%	-3	5%	6%	44%	-1%	12%	-4%	-2.0
Cc1ccc(/C=N/NC(=O)c2ccncc2)s1	2%	3	-2%	-1%	-1%	-2%	-11%	-9%	-1.0
Cc1cccc2c(C(=O)N3CCN(C(=O)c4ccco4)CC3)cc(-c3cccc(Br)c3)nc12	?	-53*	?	12%	40%	16%	-12%	11%	-1.5
NC(=O)Cn1c(=O)n(CCC(=O)NCCSCc2ccccc2)c(=O)c2ccccc21	-2%	0	6%	8%	0%	nt	-6%	5%	-0.3
C=CCn1c(COc2ccc(Cl)cc2)nnc1SCC(=O)c1c(N)n(C)c(=O)n(C)c1=O	-15%	-5	-2%	5%	2%	-6%	16%	3%	1.6
CC(=O)N1CCN(c2ccc(NC(=O)c3cc4ccccc4o3)cc2)CC1	2%	0	2%	-11%	18%	-1%	-1%	0%	-0.7
CCN(CC)C(=O)Cn1cnc2sc(C(=O)N3CCN(Cc4ccc5c(c4)OCO5)CC3)c(C)c2c1=O	0%	-1	-10%	2%	17%	-9%	13%	-3%	-0.1
CCc1nc2ccc(C(=O)NCCc3c[nH]c4ccccc34)cn2c1N(C)Cc1ccc(N(C)C)cc1	6%	14	2%	-6%	13%	20%	-1%	0%	-0.4
CN1CCN(c2ccccc2NC(=O)C(Cc2ccccc2)n2cccc2)CC1 (stereo not drawn)	4%	-4	-2%	0%	8%	6%	-20%	1%	-1.7
Cc1cccc(-c2nnc(SCc3ccccc3)o2)c1	-17%	-1	-3%	3%	25%	13%	-5%	0%	-1.2
CCn1c(SCC(=O)NNC(=O)c2ccccc2)nnc1-c1ccncc1	2%	nt	-8%	-4%	19%	9%	10%	-16%	-2.8

Compound profiles (already shown).
Cc1cccc2c(C(=O)N3CCN(C(=O)c4ccco4)CC3)cc(-c3cccc(Br)c3)nc12 across the screens: PLK1 PBD block = ?; PI5P4Ka inh = -53*; WRN inhibitor = ?; EPAC1 agonist = 12%; FUS suppressor = 40%; Abeta yeast res = 16%; EPAC1 antag = -12%; aSyn rescue = 11%; IL-2 act = -1.5
Cc1cccc(-c2nnc(SCc3ccccc3)o2)c1 across the screens: PLK1 PBD block = -17%; PI5P4Ka inh = -1; WRN inhibitor = -3%; EPAC1 agonist = 3%; FUS suppressor = 25%; Abeta yeast res = 13%; EPAC1 antag = -5%; aSyn rescue = 0%; IL-2 act = -1.2

Source: PubChem BioAssay
